Rpn11 inh: Rpn11 (PSMD14) deubiquitinase inhibitors, primary screen, biochemical, fluorescence polarization, uHTS | human 26S proteasome, Ub4-pepOG fluorescence polarization; 20S core pre-blocked with epoxomicin | 26S proteasome non-ATPase regulatory subunit 14 (Homo sapiens), O00487 | 360,000 compounds, 0.59% hits | calls only at 20 µM;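 active means inhibition at 20 µM, scaled to each plate's controls, above about 33%, limit read from the data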
Target sequence (O00487 whole entry, looked up): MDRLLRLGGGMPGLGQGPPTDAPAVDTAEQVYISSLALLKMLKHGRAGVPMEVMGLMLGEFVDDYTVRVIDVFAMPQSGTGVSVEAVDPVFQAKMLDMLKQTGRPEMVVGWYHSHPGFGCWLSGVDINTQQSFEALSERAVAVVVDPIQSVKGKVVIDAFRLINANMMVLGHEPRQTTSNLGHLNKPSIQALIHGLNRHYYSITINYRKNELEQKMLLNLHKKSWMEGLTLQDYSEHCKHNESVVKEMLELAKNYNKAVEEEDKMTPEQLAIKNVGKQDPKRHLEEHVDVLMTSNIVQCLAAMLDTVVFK
CSN inh: inhibitors of CSN-mediated cullin deneddylation, primary screen, biochemical, fluorescence polarization, uHTS | 360,000 compounds, 0.38% hits | Purified CSN, SCF-Nedd8-OG deneddylation | AID 651999, 2013 | inhibition, % at 12.5 µM;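 active means pattern-corrected inhibition above about 35%, with an unprinted fluorescence ratio check between 0.5 and 1.5, limit read from the data, passing the limit was not always enough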;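 further: 0% = enzyme with substrate and 100% = substrate without enzyme; some results filed as inactive read as strong as hits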
Target sequence (Q92905 whole entry, looked up, one chain of several): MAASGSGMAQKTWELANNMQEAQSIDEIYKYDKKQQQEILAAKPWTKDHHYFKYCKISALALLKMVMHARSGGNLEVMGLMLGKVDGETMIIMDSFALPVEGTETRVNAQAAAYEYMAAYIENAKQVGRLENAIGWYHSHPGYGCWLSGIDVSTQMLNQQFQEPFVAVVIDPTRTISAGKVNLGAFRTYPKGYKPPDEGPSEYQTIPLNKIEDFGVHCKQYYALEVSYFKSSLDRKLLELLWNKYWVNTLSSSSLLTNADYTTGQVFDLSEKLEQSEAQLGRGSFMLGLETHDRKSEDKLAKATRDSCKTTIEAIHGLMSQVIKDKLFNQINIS
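Assay system: purified human Csn5 enzyme expressed in HEK293T cells; Input: 0.24 nM Csn5 enzyme, final concentration; Reagent: 10 nM SCFSkp2-Nedd8OG; Compound dosing: 12.5 µM single point; Times: reaction 90 min, room temperature; Technique: fluorescence polarization readout.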
NadD block: inhibitors of S. aureus NadD, primary screen, biochemical, colorimetric, uHTS | purified NadD enzyme, colorimetric absorbance read-out | inhibition, % at 20 µM | 360,000 compounds, 0.78% hits; in the data active means inhibition above about 26%; further: some compounds past the cut are filed as inactive
DNMT1 inh: human DNMT1 methyltransferase inhibitors, primary screen, biochemical, molecular beacon, fluorescence, HinP1I cleavage, uHTS; DNA (cytosine-5)-methyltransferase 1 (Homo sapiens), P26358; inhibition (reported as % activation of signal), % at 10 µM; 360,000 compounds, 0.83% hits; AID 588458, 2011; in the data active means inhibition above about 50%
Scp1 inh: Scp-1 phosphatase inhibitors, primary screen, biochemical, colorimetric, uHTS; Carboxy-terminal domain RNA polymerase II polypeptide A small phosphatase 1 (Homo …; Recombinant Scp1, phosphopeptide, malachite green phosphate absorbance; inhibition, % at 20 µM; 340,000 compounds, 0.88% hits; AID 493091, 2011;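 active means inhibition above about 50% at 20 µM, limit read from the data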;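 further: plate controls were DMSO wells with enzyme for no effect and wells lacking enzyme for full effect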
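Times: enzyme reaction 45 min at room temperature, colour 5 min, stabilisation 30 min. Material: SCP-1 catalytic fragment, aa 76-261. Medium: Acidic Tris acetate buffer with magnesium and detergent. Signal: colorimetric free-phosphate detection, absorbance 630 nm. Read-out basis: % inhibition of SCP-1 phosphate liberation. Reagent: Phosphorylated 17-residue peptide substrate.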
STEP inh: STEP phosphatase inhibitors, primary screen, biochemical, fluorescence intensity, uHTS; 360,000 compounds, 0.25% hits; inhibition, % at 20 µM; AID 588621, 2011; recombinant STEP, OMFP fluorogenic substrate;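 active means inhibition at 20 µM, scaled per plate between control wells, above about 37%, limit read from the data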;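 further: 0% = DMSO with enzyme and substrate and 100% = substrate only without enzyme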
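Measure: Control-normalized % inhibition with plate pattern correction | Test system: STEP phosphatase, cell-free reaction | Medium: pH 6.0 Bis-Tris with DTT and Tween 20 | Technique: Fluorescence, 480/540 nm | Times: Reaction 20 min, ambient temperature | Doses: Single compound dose of 20 µM, 1% DMSO final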
MsrA inhibitor: bovine MsrA enzyme inhibitors, primary screen, biochemical, absorbance, HTS | purified bovine MsrA, absorbance read-out | 360,000 compounds, 0.75% hits | inhibition, % at 15.5 µM; in the data active means inhibition above about 4.5%;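 further: 0% = vehicle wells with enzyme and 100% = reference inhibitor wells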
SUMO1-SIM PPI: modulators of SUMO1 protein-protein interactions, primary screen, biochemical, uHTS; 360,000 compounds, 0.33% hits; SUMO1 binding to a labelled peptide, TR-FRET, 1 h; AID 602429, 2012; inhibition, % at 20 µM; Small ubiquitin-related modifier 1 (Homo sapiens), P63165; in the data active means inhibition above about 37%
Target sequence (P63165 whole entry, looked up): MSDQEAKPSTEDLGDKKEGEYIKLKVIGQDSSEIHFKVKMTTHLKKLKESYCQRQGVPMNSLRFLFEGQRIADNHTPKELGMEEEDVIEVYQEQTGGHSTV
LMPTP inh: LMPTP phosphatase inhibitors, primary screen, biochemical, fluorescence intensity, uHTS; Low molecular weight phosphotyrosine protein phosphatase (Homo sapiens), P24666; recombinant LMPTP-A, OMFP fluorogenic substrate; inhibition, % at 20 µM; 360,000 compounds, 0.22% hits; AID 651560, 2012;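 active means compounds that cut the enzyme signal by at least half of the control window in the single-dose screen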;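 further: plate controls were DMSO wells with enzyme plus substrate for no effect and substrate without enzyme for full effect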
Target sequence (P24666 whole entry, looked up): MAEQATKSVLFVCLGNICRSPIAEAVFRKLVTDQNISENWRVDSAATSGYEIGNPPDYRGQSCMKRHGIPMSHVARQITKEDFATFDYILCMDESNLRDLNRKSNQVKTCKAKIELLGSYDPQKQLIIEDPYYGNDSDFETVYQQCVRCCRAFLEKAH
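Assay system: LMPTP-A, protein tyrosine phosphatase of low molecular weight / Medium: pH 6.0 Bis-Tris buffer with DTT and Triton X-100 / Schedule: 50 min enzyme reaction at room temperature, protected from light / Measured by: endpoint fluorescence intensity from OMFP dephosphorylation / Read-out basis: % inhibition relative to no-enzyme and uninhibited control wells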
Tb MetRS inh: T. brucei MetRS inhibitors, primary screen, biochemical, luminescence. purified T. brucei MetRS, ATP depletion, Kinase-Glo luminescence. inhibition, % at 11.9 µM. 360,000 compounds, 0.4% hits. methionyl-tRNA synthetase (Trypanosoma brucei brucei). AID 624268, 2012;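 active means inhibition above a per-plate cutoff of the control wells' mean inhibition plus 3 SD, cut at about 5.5% in these data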;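 further: 0% = DMSO wells median and 100% = median of wells with control inhibitor compound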
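Measured by: Kinase-Glo luciferase luminescence reporting remaining unconsumed ATP. Material: purified T. brucei MetRS enzyme. Doses: 11.9 µM compound single dose, 0.9% DMSO. Medium: HEPES buffer containing pyrophosphatase, BSA, spermine, DTT. Times: 15 min preincubation, 2 h reaction, all 25 °C. Reagent: methionine, ATP and bulk E. coli tRNA.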
Active calls of the source: *.

Start of the data: the first four compounds as a preview:
Results for O=C1N[C@@H](c2ccccc2)COC(=O)[C@@H](Cc2ccc(F)cc2)CC/C=C/C[C@@H]1CC(=O)N(CCO)Cc1ccccc1 ?
Rpn11 inh: inactive; CSN inh: -2; NadD block: -5; DNMT1 inh: -7; Scp1 inh: -20; STEP inh: 2; MsrA inhibitor: 0.1; SUMO1-SIM PPI: 0; LMPTP inh: 2.8; Tb MetRS inh: 0.7

Results for O=C(Nc1cc2c(cc1Cl)OCCCO2)c1ccccc1 ?
Rpn11 inh: inactive; CSN inh: 3; NadD block: 0; DNMT1 inh: -2; Scp1 inh: -8; STEP inh: 0; MsrA inhibitor: -0.2; SUMO1-SIM PPI: 1; LMPTP inh: -3.3; Tb MetRS inh: 0.3

How did COc1cc(Cl)c(NS(=O)(=O)c2cc3[nH]c(=O)c(=O)[nH]c3cc2C)c(OC)c1 do in these assays?
Rpn11 inh: inactive; CSN inh: -1; NadD block: -5; DNMT1 inh: -7; Scp1 inh: 0; STEP inh: -2; MsrA inhibitor: 1.8; SUMO1-SIM PPI: 4; LMPTP inh: 2.5; Tb MetRS inh: 2.0

How did CCOC(=O)C1(CCC(=O)OCc2ccccc2)CCCCC1=O (stereo not drawn) do in these assays?
Rpn11 inh: inactive; CSN inh: 2; NadD block: -1; DNMT1 inh: 2; Scp1 inh: -10; STEP inh: -3; MsrA inhibitor: -1.2; SUMO1-SIM PPI: 2; LMPTP inh: -1.0; Tb MetRS inh: -0.2

The list itself, repeating the preview:
Results for O=C1N[C@@H](c2ccccc2)COC(=O)[C@@H](Cc2ccc(F)cc2)CC/C=C/C[C@@H]1CC(=O)N(CCO)Cc1ccccc1 ?
Rpn11 inh: inactive; CSN inh: -2; NadD block: -5; DNMT1 inh: -7; Scp1 inh: -20; STEP inh: 2; MsrA inhibitor: 0.1; SUMO1-SIM PPI: 0; LMPTP inh: 2.8; Tb MetRS inh: 0.7

Results for O=C(Nc1cc2c(cc1Cl)OCCCO2)c1ccccc1 ?
Rpn11 inh: inactive; CSN inh: 3; NadD block: 0; DNMT1 inh: -2; Scp1 inh: -8; STEP inh: 0; MsrA inhibitor: -0.2; SUMO1-SIM PPI: 1; LMPTP inh: -3.3; Tb MetRS inh: 0.3

How did COc1cc(Cl)c(NS(=O)(=O)c2cc3[nH]c(=O)c(=O)[nH]c3cc2C)c(OC)c1 do in these assays?
Rpn11 inh: inactive; CSN inh: -1; NadD block: -5; DNMT1 inh: -7; Scp1 inh: 0; STEP inh: -2; MsrA inhibitor: 1.8; SUMO1-SIM PPI: 4; LMPTP inh: 2.5; Tb MetRS inh: 2.0

How did CCOC(=O)C1(CCC(=O)OCc2ccccc2)CCCCC1=O (stereo not drawn) do in these assays?
Rpn11 inh: inactive; CSN inh: 2; NadD block: -1; DNMT1 inh: 2; Scp1 inh: -10; STEP inh: -3; MsrA inhibitor: -1.2; SUMO1-SIM PPI: 2; LMPTP inh: -1.0; Tb MetRS inh: -0.2

Results for Cc1cccc(C)c1OCc1cc(C(=O)NC2CCC(O)CC2)no1 (stereo not drawn) ?
Rpn11 inh: inactive; CSN inh: 4; NadD block: -4; DNMT1 inh: 1; Scp1 inh: -2; STEP inh: -1; MsrA inhibitor: 0.6; SUMO1-SIM PPI: 3; LMPTP inh: 0.7; Tb MetRS inh: 0.1

Results for COc1ccc(N2CCN(c3ncnc4nc[nH]c34)CC2)cc1 ?
Rpn11 inh: inactive; CSN inh: -3; NadD block: -1; DNMT1 inh: 4; Scp1 inh: -5; STEP inh: -1; MsrA inhibitor: -0.6; SUMO1-SIM PPI: 1; LMPTP inh: -2.7; Tb MetRS inh: -0.1

Results for CCOc1ccc(NC(=O)CSc2nnc(-c3ccco3)n2C)cc1 ?
Rpn11 inh: inactive; CSN inh: 3; NadD block: 5; DNMT1 inh: 0; Scp1 inh: 1; STEP inh: 2; MsrA inhibitor: -0.5; SUMO1-SIM PPI: 2; LMPTP inh: -0.4; Tb MetRS inh: 0.3

What do the screens show for `O=C(NNS(=O)(=O)c1ccccc1[N+](=O)[O-])c1cc2ccccc2cc1O`?
Rpn11 inh: inactive; CSN inh: 2; NadD block: 4; DNMT1 inh: -1; Scp1 inh: -12; STEP inh: 3; MsrA inhibitor: 0.1; SUMO1-SIM PPI: -6; LMPTP inh: 1.8; Tb MetRS inh: 34*

Results for O=C(CCC(=O)OCC(=O)c1ccc(Br)cc1)NC1CCCCC1 ?
Rpn11 inh: inactive; CSN inh: 0; NadD block: -2; DNMT1 inh: 0; Scp1 inh: -6; STEP inh: 1; MsrA inhibitor: -1.1; SUMO1-SIM PPI: 1; LMPTP inh: 0.0; Tb MetRS inh: -0.5

Results for O=C(CN1CCC(NC(=O)Nc2ccccc2)CC1)Nc1cccc([N+](=O)[O-])c1 ?
Rpn11 inh: inactive; CSN inh: 1; NadD block: -3; DNMT1 inh: 0; Scp1 inh: -5; STEP inh: -1; MsrA inhibitor: 0.4; SUMO1-SIM PPI: -21; LMPTP inh: 0.7; Tb MetRS inh: 0.8

What do the screens show for `Cc1cc(-c2[nH]nc3c2C(c2ccc(Cl)cc2)C(C#N)=C(N)O3)c(C)s1` (stereo not drawn)?
Rpn11 inh: inactive; CSN inh: -7; NadD block: 4; DNMT1 inh: -12; Scp1 inh: -3; STEP inh: -3; MsrA inhibitor: 1.2; SUMO1-SIM PPI: 13; LMPTP inh: -0.7; Tb MetRS inh: -0.8

Results for O[C@H]1C[C@H](c2ccccc2)N(Cc2cccs2)C[C@@H]1n1cc(C2CC2)nn1 ?
Rpn11 inh: inactive; CSN inh: 1; NadD block: -2; DNMT1 inh: -1; STEP inh: 2; MsrA inhibitor: -0.4; SUMO1-SIM PPI: 4; LMPTP inh: -0.4; Tb MetRS inh: -0.1

Results for CCc1cc2c(SCC(=O)C(C#N)=C3N(C)c4ccccc4N3C)ncnc2s1 ?
Rpn11 inh: inactive; CSN inh: 0; NadD block: 7; DNMT1 inh: -1; Scp1 inh: -4; STEP inh: 1; MsrA inhibitor: 2.9; SUMO1-SIM PPI: 2; LMPTP inh: 0.4; Tb MetRS inh: -1.0

How did Cc1cc(C(=O)NNC(=S)NC(C)c2ccccc2)c2ccccc2n1 (stereo not drawn) do in these assays?
Rpn11 inh: inactive; CSN inh: 5; NadD block: 9; DNMT1 inh: -1; Scp1 inh: 0; STEP inh: 4; MsrA inhibitor: 1.4; SUMO1-SIM PPI: 0; LMPTP inh: -0.4; Tb MetRS inh: -0.2

How did CCN(C1CCCCC1)S(=O)(=O)c1cn(C)c(=O)n(C)c1=O do in these assays?
Rpn11 inh: inactive; CSN inh: 1; NadD block: -2; DNMT1 inh: 2; Scp1 inh: 2; STEP inh: 0; MsrA inhibitor: -0.4; SUMO1-SIM PPI: 2; LMPTP inh: -2.0; Tb MetRS inh: -0.4

How did Cc1ccc(S(=O)(=O)/C(=C\N(C)C)c2cnc(Cl)s2)cc1 do in these assays?
Rpn11 inh: inactive; CSN inh: -4; NadD block: -1; DNMT1 inh: 0; Scp1 inh: -8; STEP inh: -4; MsrA inhibitor: -0.2; SUMO1-SIM PPI: 1; LMPTP inh: 0.2; Tb MetRS inh: 0.8

Results for COCCNC(=O)CN(C(=O)c1ccc(N2CCCC2)nc1)c1ccc(F)c(Cl)c1 ?
Rpn11 inh: inactive; CSN inh: -3; NadD block: 4; DNMT1 inh: -5; Scp1 inh: -5; STEP inh: -1; MsrA inhibitor: 1.1; SUMO1-SIM PPI: 3; LMPTP inh: -1.4; Tb MetRS inh: -0.7

Results for Cc1c(C(=O)NNC(=S)Nc2cccc(Cl)c2)nnn1-c1ccccc1 ?
Rpn11 inh: inactive; CSN inh: 1; NadD block: 3; DNMT1 inh: -7; Scp1 inh: -12; STEP inh: 1; MsrA inhibitor: 1.8; SUMO1-SIM PPI: 12; LMPTP inh: -1.9; Tb MetRS inh: 0.8

Results for Cc1ccc(CNc2nnnn2C)cc1 ?
Rpn11 inh: inactive; CSN inh: -4; NadD block: -8; DNMT1 inh: 2; Scp1 inh: -6; STEP inh: -4; MsrA inhibitor: -1.7; SUMO1-SIM PPI: 3; LMPTP inh: -1.1; Tb MetRS inh: -0.3

How did COc1ccc(CN2CN(c3ccc(Cl)cc3)C(=O)N(n3cnnc3)C2)cc1 do in these assays?
Rpn11 inh: inactive; CSN inh: 3; NadD block: -4; DNMT1 inh: 0; Scp1 inh: -8; STEP inh: -4; MsrA inhibitor: -0.1; SUMO1-SIM PPI: 0; LMPTP inh: -2.1; Tb MetRS inh: 0.8

What do the screens show for `O=C(O)C1CCN(S(=O)(=O)c2ccc(Cl)s2)CC1`?
Rpn11 inh: inactive; CSN inh: -2; NadD block: -4; DNMT1 inh: 0; Scp1 inh: 44; STEP inh: 1; MsrA inhibitor: 1.1; SUMO1-SIM PPI: 7; LMPTP inh: -1.4; Tb MetRS inh: -0.3

Results for CC(C(=O)Nc1ccccc1C#N)N1C(=O)NC2(CCCCCC2)C1=O (stereo not drawn) ?
Rpn11 inh: inactive; CSN inh: -1; NadD block: -8; DNMT1 inh: -2; Scp1 inh: -7; STEP inh: -4; MsrA inhibitor: 0.0; SUMO1-SIM PPI: 2; LMPTP inh: -0.5; Tb MetRS inh: -0.6
